Assay outcomes (PubChem)
Phagocytosis inh: macrophage phagocytosis inhibition. J774A.1 macrophage IgG-bead phagocytosis, imaging. 0.07% of 110,000 active. inhibition, % at 5 µM;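 active = inhibition above the mean of the plate negative controls plus 5 SD, cut at about 13% in these data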;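 also: phagocytic index as fraction of beads internalized from green versus red external bead signal; plate controls were DMSO negative control for no effect and cytochalasin-D positive control for full effect; some results beyond the cut were filed as inactive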
MRP-1 activ: activators of MRP-1; H69AR cells + doxorubicin, viability rescue, CellTiter-Glo; viability increase, % at 10 µM; 0.61% of 140,000 active; AID 799;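 active = viability gain under doxorubicin at or above a set limit, the compound median plus 3 SD, cut at about 4.7% in these data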;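 also: MRP-1 overexpressing cells given doxorubicin 25 µM after compound pretreatment; 18-22 h compound pretreatment then 72 h with doxorubicin before readout; 0% = doxorubicin-only wells and 100% = vehicle-treated cells without doxorubicin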
HCT116 PTEN-null: growth suppressors of cells with PTEN tumor suppressor deletion | viability, % at 10 µM | AID 827 | HCT116 PTEN-null viability, CellTiter-Glo, 60 h; stronger effect = lower value | 1.2% of 140,000 active;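 active = viability at or below a set limit, 4 SD under the median of all tested compounds, cut at about 3.7% in these data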;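 also: PTEN knockout HCT116 line with beta catenin targeted HCT116 as companion control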
NPY Y2 blocker: NPY-Y2 (human) receptor antagonism; NPY-Y2 expressing cells, antagonist mode; 0.99% of 140,000 active; inhibition, % at 2.7 µM; in the data active = inhibition above about 17%;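 also: 0% = vehicle with agonist challenge and 100% = reference antagonist with challenge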
Target sequence (P49146 whole entry, looked up): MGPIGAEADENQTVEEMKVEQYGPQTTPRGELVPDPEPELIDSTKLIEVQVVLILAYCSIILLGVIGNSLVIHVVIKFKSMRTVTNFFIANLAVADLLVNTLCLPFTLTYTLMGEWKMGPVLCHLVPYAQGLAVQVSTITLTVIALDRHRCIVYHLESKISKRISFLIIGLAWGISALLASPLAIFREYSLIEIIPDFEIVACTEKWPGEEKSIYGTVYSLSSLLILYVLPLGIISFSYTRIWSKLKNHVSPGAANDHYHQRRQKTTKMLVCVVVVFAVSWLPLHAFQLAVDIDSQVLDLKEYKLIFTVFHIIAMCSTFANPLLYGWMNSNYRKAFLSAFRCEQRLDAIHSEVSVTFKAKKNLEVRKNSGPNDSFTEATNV
E-sel TNF inh: blocks E-selectin expression induced by TNF alpha | HUVEC TNFa-induced E-selectin immunofluorescence, high content | inhibition, % at 2 µM | 0.71% of 120,000 active;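 active = inhibition above the batch mean plus 3 SD, and confirmed as a hit on visual image review, cut at about 43% in these data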;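 also: 0% = TNF-stimulated DMSO wells and 100% = unstimulated control wells; not every result past the cut was called active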
Yeast growth inh: reduces growth of yeast BB579 in restrictive medium; S. cerevisiae BB579 growth, OD615, 48 h; 0.51% of 140,000 active; inhibition, % at 10 µM;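 active = inhibition above a set limit, 3 SD over the mean compound inhibition, cut at about 44% in these data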; also: inactives centre near -24
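Detection: OD615 turbidity measurement; Material: Saccharomyces cerevisiae DeaD strain BB579, replicative lifespan model yeast; Timing: 48 h exposure, 30 °C; Doses: single 10 µM dose; Medium: CSMM-D restrictive synthetic medium containing dextrose (glucose); Controls: amphotericin B at 10 µg/mL as positive control.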
Measles CPE: protection of cells from measles virus | Measles virus-infected cells, CPE protection, absorbance | protection (pct of control), % at 4 µM | 1.5% of 140,000 active | AID 841; in the data active = protection mostly above about 24%, no sharp cut-off; inactive = mostly below about 26%; also: some compounds called inactive have numbers as strong as hits
GALR2 blocker: antagonists of human galanin receptor 2 (GALR2). O43603. GALR2-expressing cells, antagonist mode. inhibition, % at 4 µM. 0.39% of 140,000 active. AID 828; in the data active = inhibition above about 27%;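 also: cells stimulated with galanin 1-16 at roughly its EC80; 0% = agonist challenge control and 100% = basal control without agonist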
Target sequence (O43603 whole entry, looked up): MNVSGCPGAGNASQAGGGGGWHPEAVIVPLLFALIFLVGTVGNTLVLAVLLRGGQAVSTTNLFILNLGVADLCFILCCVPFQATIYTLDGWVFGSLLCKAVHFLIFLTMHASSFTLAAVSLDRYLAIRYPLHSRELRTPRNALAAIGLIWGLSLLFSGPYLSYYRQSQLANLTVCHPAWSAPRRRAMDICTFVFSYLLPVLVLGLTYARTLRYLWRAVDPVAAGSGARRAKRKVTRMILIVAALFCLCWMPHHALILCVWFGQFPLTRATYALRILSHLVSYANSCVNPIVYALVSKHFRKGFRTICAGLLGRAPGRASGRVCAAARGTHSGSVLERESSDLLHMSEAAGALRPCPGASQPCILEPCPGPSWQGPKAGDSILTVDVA
Yeast lifespan up: yeast lifespan extension; S. cerevisiae growth with nicotinamide, OD615; deaD strain in restrictive glucose medium; inhibition of the nicotinamide effect, % at 10 µM; 0.68% of 130,000 active; AID 775;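 active = inhibition above a set limit, placed 3 SD over the median of all compounds, cut at about 26% in these data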;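 also: 0% = nicotinamide-treated wells and 100% = cells grown without nicotinamide; some compounds called inactive have numbers as strong as hits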
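Material: Modified budding yeast, DeaD strain | Medium: Restrictive glucose medium | Probe or stimulus: 1.5 mM nicotinamide | Dosing: Single dose 10 µM compound, 0.25% DMSO | Times: 48 h at 30 °C | Technique: OD615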
HCT116 bCat-KO: beta-catenin-lacking colon tumor cell growth suppression; HCT116 beta-catenin knockout viability, CellTiter-Glo, 60 h; stronger effect = lower value; viability, % at 10 µM; 1.5% of 140,000 active;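 active = viability at or under a set limit, the compound median less 4 SD, cut at about 6% in these data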;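 also: 0% = Hyamine 1622 control at 20 µM and 100% = untreated cell control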
Numbers without * were called inactive; / = no result given.

The line under a structure holds: Yeast growth inh	Yeast lifespan up	Phagocytosis inh	MRP-1 activ	NPY Y2 blocker	Measles CPE	HCT116 PTEN-null	E-sel TNF inh	HCT116 bCat-KO	GALR2 blocker
CCOc1cc2[nH]c(=S)n(CCOC)c(=O)c2cc1OCC
    -49	-17	1	-1.4	1	13	88	/	99	3
Cc1cccc(CN2CCC(CNC(=O)C3CCCN(S(=O)(=O)c4cnc[nH]4)C3)CC2)c1 (centres undefined)
    -40	-4	-1	-1.9	-1	9	90	-22	96	2
O=C(COC(=O)/C=C/c1cccc(Cl)c1)Nc1ccccc1-c1ccccc1
    -36	2	-3	-2.2	19*	8	94	-19	92	0
CCSc1nc(=S)n(Cc2ccccc2)c(C)c1C(C)=O
    -44	7	-2	-0.3	3	3	74	2	85	4
Cc1cc(NC(=O)CSc2nc(-c3ccccc3)cs2)no1
    -46	-17	/	0.2	4	18	107	-40	101	1
COc1ccc(OC(C)C(=O)NCCc2nc3ccccc3[nH]2)cc1 (centres undefined)
    -28	5	-3	-1.2	-1	16	95	-20	100	7
Cc1cccc(C)c1OC(=O)CN(c1ccc(Cl)cc1)S(C)(=O)=O
    -6	-7	-1	-2.0	5	5	73	/	76	-1
COc1cc(NC(=O)COC(=O)CSc2ccccc2F)c(C)cc1[N+](=O)[O-]
    -26	-6	2	0.3	6	2	93	/	93	-11
CC1CCc2cc(F)ccc2N1C(=O)c1ccncc1 (centres undefined)
    -28	1	-3	-1.9	1	31	96	/	100	-1
COc1ccccc1C1/C(=C(/O)c2ccccc2)C(=O)C(=O)N1CC(C)C (centres undefined)
    -22	11	-1	-1.5	1	3	91	-15	94	-7
CCn1c(CNC(=O)c2cccs2)nnc1SCC(=O)NCCc1ccccc1
    -10	-12	0	-1.2	5	3	97	16	88	5
CCOC(=O)c1sc(-c2ccc(Br)cc2)cc1N
    -64	-12	/	-0.3	4	6	/	/	87	1
O=C1c2ccccc2C(=O)c2cc(S(=O)(=O)Nc3ccccc3)ccc21
    -61	5	-14	-0.8	7	14	78	5	83	5
Cc1ccc(NS(=O)(=O)c2ccc(NC(=O)c3cccs3)cc2)c(C)c1
    3	2	1	-1.6	-3	6	77	/	78	-15
O=C(O)CN1C(=O)SC(Nc2ccc(C(=O)O)cc2)C1=O (centres undefined)
    -27	-1	0	-1.1	4	8	92	-14	107	-11
COc1ccccc1/C=N/n1c(C)nnc1-n1nc(C)cc1C
    -38	4	-1	0.3	1	10	116	20	108	-3
O=C(O)c1ccccc1OCCOCCOc1ccccc1C(=O)O
    -14	-9	-3	-1.2	1	11	95	-17	107	0
CCC(=O)N1C(C(=O)N2CCCC2)CSC1c1ccc(OC)cc1 (centres undefined)
    -39	3	/	-0.5	3	8	91	3	87	-10
COc1cccc(/C=C2\SC(=S)NC2=O)c1OS(=O)(=O)c1ccc(NC(C)=O)cc1
    -35	8	0	3.0	5	1	102	1	96	6
COc1ccc(-c2nc3c(c4nnc(SC(C)C(=O)Nc5ccccc5)n24)COC(C)(C)C3)cc1 (centres undefined)
    -23	0	/	-5.8	-1	18	38	/	5.2*	-15
Cc1ccc(OCC(=O)NCc2ccco2)cc1C
    -19	-5	6	-2.4	5	10	93	0	92	-10
Cc1nc(Nc2ccc3c(c2)OCCO3)c2nnn(Cc3ccccc3Cl)c2n1
    -43	-6	-1	-3.3	2	19	37	14	42	3
COc1cc(C(C)=O)ccc1COc1ccc(C(=O)OCC(=O)NC2CCS(=O)(=O)C2)cc1OC (centres undefined)
    -4	-2	-2	-1.4	-1	10	89	/	83	0
CSc1nc2c(cc1C#N)CCCCC2
    6	4	-7	-0.5	6	1	96	/	96	0
CC12CC(NC(=O)N1Cc1ccccc1)c1ccccc1O2 (centres undefined)
    -50	-7	-1	0.6	-2	5	93	/	92	-2
Cn1c(=O)c2c(nc(Br)n2CCSc2ncccn2)n(C)c1=O
    -26	-4	-3	1.8	0	5	91	-5	97	-8
C=CCNCCCCOc1ccccc1-c1ccccc1
    0	1	/	-4.1	8	11	67	-2	75	8
c1ccc2c(c1)nc(N1CCOCC1)c1c3ccccc3[nH]c21
    3	-3	0	-0.4	8	7	89	-8	89	-2
O=c1cc(CN2CCN(c3ccccc3)CC2)c2cc(O)c(-c3ccccc3)cc2o1
    -40	-15	-1	-3.6	-1	11	84	/	87	7
C[C@@H]1NC(=O)c2cc([N+](=O)[O-])cc(I)c2OCC[C@@H](C(=O)NC(CC(=O)O)C(N)=O)NC(=O)[C@H](CCC(=O)O)NC1=O (some centres undefined)
    -35	20	/	0.8	1	4	100	-7	93	6

Gathered by group, the compounds so far with a carbonyl joined to an NH by a bond outside any ring (12)
The line under a structure holds: Yeast growth inh	Yeast lifespan up	Phagocytosis inh	MRP-1 activ	NPY Y2 blocker	Measles CPE	HCT116 PTEN-null	E-sel TNF inh	HCT116 bCat-KO	GALR2 blocker
Cc1cccc(CN2CCC(CNC(=O)C3CCCN(S(=O)(=O)c4cnc[nH]4)C3)CC2)c1 (centres undefined)
    -40	-4	-1	-1.9	-1	9	90	-22	96	2
O=C(COC(=O)/C=C/c1cccc(Cl)c1)Nc1ccccc1-c1ccccc1
    -36	2	-3	-2.2	19*	8	94	-19	92	0
Cc1cc(NC(=O)CSc2nc(-c3ccccc3)cs2)no1
    -46	-17	/	0.2	4	18	107	-40	101	1
COc1ccc(OC(C)C(=O)NCCc2nc3ccccc3[nH]2)cc1 (centres undefined)
    -28	5	-3	-1.2	-1	16	95	-20	100	7
COc1cc(NC(=O)COC(=O)CSc2ccccc2F)c(C)cc1[N+](=O)[O-]
    -26	-6	2	0.3	6	2	93	/	93	-11
CCn1c(CNC(=O)c2cccs2)nnc1SCC(=O)NCCc1ccccc1
    -10	-12	0	-1.2	5	3	97	16	88	5
Cc1ccc(NS(=O)(=O)c2ccc(NC(=O)c3cccs3)cc2)c(C)c1
    3	2	1	-1.6	-3	6	77	/	78	-15
COc1cccc(/C=C2\SC(=S)NC2=O)c1OS(=O)(=O)c1ccc(NC(C)=O)cc1
    -35	8	0	3.0	5	1	102	1	96	6
COc1ccc(-c2nc3c(c4nnc(SC(C)C(=O)Nc5ccccc5)n24)COC(C)(C)C3)cc1 (centres undefined)
    -23	0	/	-5.8	-1	18	38	/	5.2*	-15
Cc1ccc(OCC(=O)NCc2ccco2)cc1C
    -19	-5	6	-2.4	5	10	93	0	92	-10
COc1cc(C(C)=O)ccc1COc1ccc(C(=O)OCC(=O)NC2CCS(=O)(=O)C2)cc1OC (centres undefined)
    -4	-2	-2	-1.4	-1	10	89	/	83	0
C[C@@H]1NC(=O)c2cc([N+](=O)[O-])cc(I)c2OCC[C@@H](C(=O)NC(CC(=O)O)C(N)=O)NC(=O)[C@H](CCC(=O)O)NC1=O (some centres undefined)
    -35	20	/	0.8	1	4	100	-7	93	6

The list goes on.
The line under a structure holds: Yeast growth inh	Yeast lifespan up	Phagocytosis inh	MRP-1 activ	NPY Y2 blocker	Measles CPE	HCT116 PTEN-null	E-sel TNF inh	HCT116 bCat-KO	GALR2 blocker
CCn1c(=O)c(C(=O)Nc2ccccc2C)c(O)c2ccccc21
    -33	/	/	-3.0	1	2	76	-1	73	9
COC(=O)c1ccc(COc2ccccc2/C=C(\C#N)C(=O)Nc2ccc(C)cc2)cc1
    -31	6	-6	-1.8	4	11	75	/	69	-1
Cc1c(CN2CCC(C)CC2)c(=O)n(-c2ccccc2)n1C
    -53	-6	0	-3.1	2	3	88	/	82	11
CCOC(=O)c1c(NC(=O)Nc2ccccc2)sc(C)c1C
    -40	-11	-2	-3.6	-3	5	91	-35	91	16
CCN(CC)CCNc1nc2c(c(=O)[nH]c(=O)n2C)n1CC(O)COc1ccc(Cl)cc1Cl (centres undefined)
    -46	-1	0	-0.8	0	16	79	-5	77	3
COc1ccc(Nc2nc(CC(C)=O)ns2)cc1OC
    -16	-11	-1	-1.3	-2	5	92	13	109	1
Cc1ccc(CCc2nnc(SCC(=O)Nc3cccc(Cl)c3)n2-c2ccccc2)o1
    14	4	-13	-3.4	1	8	104	19	100	6
CC(=O)NC1CC2CCC(C1)N2Cc1ccc(C)cc1 (centres undefined)
    -29	-1	-1	-0.8	0	2	/	/	88	-5
O=C(NC(=S)NNC(=O)c1ccc(Cl)cc1Cl)c1cccnc1
    -6	44*	-6	-0.4	2	12	52	/	48	10
Cc1nc(C)c(-c2csc(Nc3cccnc3)n2)s1
    -30	-10	2	-2.4	-7	2	69	-19	85	4

Already shown: 2 of the compounds above.
The line under a structure holds: Yeast growth inh	Yeast lifespan up	Phagocytosis inh	MRP-1 activ	NPY Y2 blocker	Measles CPE	HCT116 PTEN-null	E-sel TNF inh	HCT116 bCat-KO	GALR2 blocker
CCOc1cc2[nH]c(=S)n(CCOC)c(=O)c2cc1OCC
    -49	-17	1	-1.4	1	13	88	/	99	3
Cc1cccc(CN2CCC(CNC(=O)C3CCCN(S(=O)(=O)c4cnc[nH]4)C3)CC2)c1 (centres undefined)
    -40	-4	-1	-1.9	-1	9	90	-22	96	2

Further records
The line under a structure holds: Yeast growth inh	Yeast lifespan up	Phagocytosis inh	MRP-1 activ	NPY Y2 blocker	Measles CPE	HCT116 PTEN-null	E-sel TNF inh	HCT116 bCat-KO	GALR2 blocker
CC1=NN(C(=O)c2c(Br)c(C)nn2C)C(O)(C(F)(F)F)C1 (centres undefined)
    -3	4	-3	1.1	1	10	101	0	99	1
CCOC(=O)N1CCC(N2Cc3cccc(C(=O)NCC4CCN(CC(C)C)C4)c3C2=O)CC1 (centres undefined)
    -24	-6	0	-2.6	-3	3	85	12	75	-9
CC(=O)NCCn1c(SCc2cc(F)ccc2F)nc2ccccc2c1=O
    -52	-5	/	-2.3	1	41*	91	21	111	4
C/C(=N\Nc1nccnc1Cl)c1ccc([N+](=O)[O-])cc1
    4	-10	0	1.1	6	7	91	-78	99	9
COc1ccccc1C(=O)N1CCN(C(=O)COc2cccc(C)c2)CC1
    -18	-18	0	1.8	0	10	98	-12	97	-18
CCCOC(=O)Nc1ccccc1C(N)=O
    -2	-14	-1	0.9	0	23	94	/	89	-2
COc1ccc(/C=N/NC(=S)Nc2cccc(C(=O)O)c2)cc1OC
    2	6	-4	3.5	0	10	93	/	97	3
O=C(Nc1ccccc1Cl)c1ccc2c(c1)N(Cc1ccc(F)cc1)C(=O)CS2=O (centres undefined)
    -29	1	/	1.1	2	7	87	-32	81	13
CCNC(=O)NC(=O)COC(=O)c1ccccc1SCC(=O)NC(=O)NCC
    -45	-2	1	-3.2	2	3	92	-1	87	2
N=c1c(C(=O)NC2CCCC2)cc2c(=O)n3ccccc3nc2n1C1CCCC1
    -27	-4	/	-4.1	3	5	51	-18	40	-9
CCNC(=S)N1CCN(CCN=CC2=C(O)CC(c3ccco3)CC2=O)CC1 (centres undefined)
    -31	7	-2	1.4	3	6	100	16	102	-4
CCCS(=O)(=O)C(=C1NCCO1)S(=O)(=O)CCC
    -50	-7	0	1.1	-1	12	116	/	103	3
Cc1nnc(C)n1/N=C/C=C/c1ccccc1
    8	-3	0	-2.7	-1	2	98	/	92	-2
COc1cc2c(C#N)c(N3CCOCC3)nc(N)c2c(N)n1
    -11	-7	/	-1.7	4	4	89	2	71	-23
COC(=O)c1c(C)oc2c1cc(NS(=O)(=O)c1cccs1)c1ccccc12
    -63	-7	-1	-1.4	4	2	86	12	84	-8
